Source: PubChem
TRPC4 PAM – TRPC4 (mouse) allosteric potentiation; Q9QUQ5; B-score at 10 µM; 0.42% of 310,000 active; HEK293 TRPC4beta/mu-opioid, DAMGO EC20, Fluo-4 Ca2+ flux; hits give high values;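 active = B-score of calcium response area above 5 SD of library B-scores, with initial fluorescence ratio within 5 SD of library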;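 note: B-score of integrated fluorescence ratio over time as area under calcium response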
HIF act – HIF pathway transcriptional activation; U2OS HRE-luciferase reporter, luminescence; normalized: DMSO 0%, desferrioxamine 100%; activation, % at 7.5 µM (by protocol); 0.32% of 300,000 active;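 active = mean activation of at least 10% of the iron chelator positive control signal, with at least half of replicates also reaching 10%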
AI-2 QS mod – Vibrio harveyi AI-2 quorum sensing modulation; Vibrio harveyi JMH597 AI-2 luminescence/OD600 ratio, 9 h; hits give low values; strain lacks LuxN and CqsS sensors; 0 = neutral-control median; activity change, % at 7.5 µM; 0.4% of 300,000 active; AID 2094; in the data active = activity change below about -75%, passing the limit was not always enough;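 note: luminescence divided by OD600 gain over 9 h not by final OD600 alone; inactives centre near 13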
PolyA inhibitor – yeast polyadenylation inhibition | S. cerevisiae SKY197-pL101 polyadenylation reporter, beta-gal luminescence; efflux-impaired pdr1/pdr3 knockout yeast; score 100 = 6 SD above DMSO | calls only at 12 µM | 0.02% of 300,000 active;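 active = lowest replicate activity score at least 50, where 100 means six control SD above control mean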;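 note: yeast exposed to compound for 9 h at 30 °C; higher score means more reporter readthrough which indicates perturbed polyadenylation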
MrgX1 allo act – allosterically activates human MrgX1 receptor signaling. B-score at 10 µM. MrgX1-HEK293, Fluo-4 calcium flux, FDSS; hits give high values. 0.63% of 310,000 active. Q96LB2. AID 588675;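 active = plate-corrected calcium response at least 3 library SD above typical, normal starting fluorescence, not activating the receptor alone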;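 note: compound read alongside a low EC10 to EC30 dose of BAM8-22 agonist; peak minus trough fluorescence over baseline measured at the second addition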
MrgX1 ag – activates human MrgX1 receptor signaling; MrgX1-HEK293 cells, Fluo-4 calcium fluorescence, agonist mode; hits give high values; AID 588627; B-score at 10 µM; 0.44% of 310,000 active; Q96LB2;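 active = calcium response B-score plate-corrected fluorescence ratio at least 3 library SD, with starting fluorescence B-score inside 5 SD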
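Material: MrgX1-expressing HEK293 cells; input: 15,000 cells per well; doses: test compound given as first of three sequential additions; schedule: overnight plating before 1 h dye loading; technique: Fluo-4 NW calcium-flux fluorescence, kinetic read; evaluation: baseline-normalised fluorescence change ratio, B-scored; control set: plate-wise positive and negative controls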
MrgX1 antag – human MrgX1 receptor antagonism, primary screen; MRGX1-HEK293 calcium flux, Fluo-4, BAM8-22 antagonism; hits give low values; B-score at 10 µM; AID 588676; 1.3% of 310,000 active;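 active = calcium-response B-score plate-corrected more than 3 library SD below zero, starting fluorescence within 5 deviations, no agonist response on first addition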;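 note: peak minus trough fluorescence over baseline after final BAM8-22 challenge near maximal dose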
TRPC6 act – activators of mouse TRPC6 channel; Q61143; HEK293-TRPC6 membrane potential dye fluorescence; hits give high values; B-score at 10 µM; 0.13% of 310,000 active; AID 2550;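 active = B-score of the integrated fluorescence ratio above library mean plus 3 SD, and starting fluorescence ratio within library mean plus 5 SD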;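 note: higher score means more depolarization so channel activation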
Target sequence (Q61143 whole entry, looked up): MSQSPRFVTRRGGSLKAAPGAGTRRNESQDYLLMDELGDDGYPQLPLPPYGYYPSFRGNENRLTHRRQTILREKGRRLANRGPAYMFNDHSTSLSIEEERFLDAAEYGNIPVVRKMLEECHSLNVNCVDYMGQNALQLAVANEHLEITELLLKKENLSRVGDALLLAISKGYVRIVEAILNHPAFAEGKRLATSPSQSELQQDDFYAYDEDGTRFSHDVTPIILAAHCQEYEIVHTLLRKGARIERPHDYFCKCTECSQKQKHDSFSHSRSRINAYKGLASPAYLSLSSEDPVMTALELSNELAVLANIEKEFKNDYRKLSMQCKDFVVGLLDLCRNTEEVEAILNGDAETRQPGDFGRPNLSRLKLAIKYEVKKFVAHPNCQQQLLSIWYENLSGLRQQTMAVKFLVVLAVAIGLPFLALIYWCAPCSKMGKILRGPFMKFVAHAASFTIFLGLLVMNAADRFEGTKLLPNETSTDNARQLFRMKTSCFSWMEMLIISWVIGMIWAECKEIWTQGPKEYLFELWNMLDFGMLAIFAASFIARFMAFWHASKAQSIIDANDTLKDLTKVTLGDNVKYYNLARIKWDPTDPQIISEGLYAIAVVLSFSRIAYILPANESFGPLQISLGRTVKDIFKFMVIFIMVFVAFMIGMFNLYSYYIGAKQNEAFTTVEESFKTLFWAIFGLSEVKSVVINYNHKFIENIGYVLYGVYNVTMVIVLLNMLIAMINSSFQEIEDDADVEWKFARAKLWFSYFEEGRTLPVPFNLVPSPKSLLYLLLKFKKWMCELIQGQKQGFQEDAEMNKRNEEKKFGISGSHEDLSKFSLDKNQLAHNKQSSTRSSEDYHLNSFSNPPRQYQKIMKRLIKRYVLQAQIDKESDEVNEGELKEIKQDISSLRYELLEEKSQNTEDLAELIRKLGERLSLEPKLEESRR
TRPC4 agonist – opens the mouse TRPC4 cation channel; HEK293 TRPC4beta/mu-opioid, Fluo4 calcium fluorescence; hits give high values; Q9QUQ5; B-score at 10 µM; 0.49% of 310,000 active;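 active = B-score above 5 SD of library B-scores, and initial fluorescence ratio not above library mean plus 5 SD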;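 note: positive B-score marks a calcium rise read as TRPC4 activation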
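Incubation: 45 min room-temperature Fluo4 loading, 110 s read / System: HEK293 cells stably co-expressing mouse TRPC4beta and mu-opioid receptor / Signal: Fluo4 fluorescence, kinetic / Control set: buffer (low) and maximal DAMGO (high) / Measure: integrated baseline-normalised fluorescence ratio, converted to per-well B score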
TRPC6 inhibitor – blocks the mouse TRPC6 cation channel. Q61143. HEK293-TRPC6, membrane potential dye, ACh-evoked depolarization; hits give low values. B-score at 10 µM. 1.1% of 310,000 active. AID 2553;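 active = B-score under library mean minus 3 SD, initial fluorescence not abnormally high, positive integrated signal ratio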;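 note: B-score derived from integrated fluorescence ratio over the kinetic read; more negative B-score means stronger inhibition of depolarization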
TRPC4 block – inhibitors of mouse TRPC4 channel | HEK293 TRPC4beta/mu-opioid, DAMGO-evoked Fluo4 calcium flux; hits give low values | AID 2247 | 0.39% of 300,000 active | Q9QUQ5 | B-score at 10 µM;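 active = B-score over 3 SD under the library average, no early fluorescence shift, positive overall ratio signal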
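test system = HEK293 cells with stable TRPC4beta plus mu-opioid receptor expression | detection = Fluo4 Ca2+ flux fluorescence | read-out = integrated fluorescence ratio relative to baseline, converted to per-well B score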
* marks the source's active call; other numbers are inactive results; i = inactive; nt = no result given.

SMILES	TRPC4 PAM	HIF act	AI-2 QS mod	PolyA inhibitor	MrgX1 allo act	MrgX1 ag	MrgX1 antag	TRPC6 act	TRPC4 agonist	TRPC6 inhibitor	TRPC4 block
O=C(Nc1nc2cc3c(cc2s1)OCO3)c1ccco1	i	nt	13	i	nt	nt	nt	i	i	i	i
O=C(Cn1cc([N+](=O)[O-])cn1)NCc1ccccc1	i	-0.5	nt	i	i	i	i	i	i	i	i
O=C(O)c1cc(Cl)c(Cl)cc1C(=O)Nc1cccc2cccnc12	i	0.0	20	i	i	i	i	i	i	i	i
Nc1c(C(=O)Nc2ccccc2)sc2nc3c(c(-c4ccco4)c12)CCC3	i	0.1	19	i	i	i	i	i	i	i	i
COc1ccccc1NC(=O)c1cc2c(CO)cnc(C)c2oc1=Nc1cccc(C(N)=O)c1	i	-1.5	23	i	i	i	i	i	i	i	i
COc1ccccc1N1CCN(C2CCCN(C(=O)c3cc(C)oc3C)C2)CC1 (stereo unspecified)	i	0.0	13	i	i	i	i	i	i	i	i
CCn1c(SCC(=O)Nc2ccc(Cl)cc2)nnc1C1CC1	i	0.1	10	i	i	i	i	i	i	i	i
CCCc1ccc(-c2ccc(C(=O)O)cc2)nc1	i	-0.5	43	i	i	i	i	i	i	i	i
CC(C)Cn1c(N)c(C(=O)COC(=O)c2cccc(Cl)c2)c(=O)n(C)c1=O	i	-1.3	5	i	i	i	i	i	i	i	i
CCN(CC)S(=O)(=O)c1ccc2c(c1)nc(CCC(=O)OCC(=O)Nc1cc(OC)cc(OC)c1)n2C	i	-0.6	28	i	i	i	i	i	i	i	i
Cc1ccc(/C=C2/C(=O)N(c3ccccc3)C(=S)N2C)o1	i	-0.4	26	i	i	i	i	i	i	i	i
CCCn1c(NCc2ccc(N(C)C)cc2)nc2ccccc21	i	0.5	-4	i	i	i	i	i	i	i	i
O=C(CCC(=O)N1CCN(S(=O)(=O)c2ccc(Cl)cc2)CC1)NC1CCCc2ccccc21 (stereo unspecified)	i	-1.7	20	i	i	i	i	i	i	i	i
C=CCN1C2CCCC1CC(NC(=O)Nc1cc(C)cc(C)c1)C2 (stereo unspecified)	i	-1.1	0	i	i	i	i	i	i	i	i
Cc1ccc(SCC(=O)OCC(=O)NCCNC(=O)COC(=O)CSc2ccc(C)c(C)c2)cc1C	i	-0.3	23	i	i	i	i	i	i	i	i
Cc1ccc(S(=O)(=O)Oc2ccccc2/C=N/NC(=O)c2c(Cl)cnn2C)cc1	i	-0.1	6	i	i	i	i	i	i	i	i
CCOC(=O)c1c(C)n(C)c2ccc(OC)c(NS(=O)(=O)c3ccc(Cl)s3)c12	i	0.5	12	i	i	i	i	i	i	i	i
O=C(O)C/C(=C\c1ccc2c(c1)OCO2)c1nc2ccccc2s1	i	0.6	20	i	i	i	i	i	i	i	i
Oc1ccccc1-c1cc(-c2ccc3c(c2)OCCO3)n[nH]1	i	nt	10	i	6.9*	i	i	i	i	i	i
O=C(COc1ccccc1Cl)OCC(=O)N1CCN(S(=O)(=O)c2ccccc2)CC1	i	1.1	27	i	i	i	i	i	i	i	i

Reprinted from the part before: 4 compounds; new compounds follow.
SMILES	TRPC4 PAM	HIF act	AI-2 QS mod	PolyA inhibitor	MrgX1 allo act	MrgX1 ag	MrgX1 antag	TRPC6 act	TRPC4 agonist	TRPC6 inhibitor	TRPC4 block
CCOC(=O)c1c(C)n(C)c2ccc(OC)c(NS(=O)(=O)c3ccc(Cl)s3)c12	i	0.5	12	i	i	i	i	i	i	i	i
O=C(O)C/C(=C\c1ccc2c(c1)OCO2)c1nc2ccccc2s1	i	0.6	20	i	i	i	i	i	i	i	i
Oc1ccccc1-c1cc(-c2ccc3c(c2)OCCO3)n[nH]1	i	nt	10	i	6.9*	i	i	i	i	i	i
O=C(COc1ccccc1Cl)OCC(=O)N1CCN(S(=O)(=O)c2ccccc2)CC1	i	1.1	27	i	i	i	i	i	i	i	i
CC(C(=O)NCc1ccccc1)n1cc([N+](=O)[O-])cn1 (stereo unspecified)	i	1.5	7	i	i	i	i	i	i	i	i
Cc1[nH]c2ccccc2c1C(O)CN1CCN(c2cccc(C(F)(F)F)c2)CC1 (stereo unspecified)	i	0.2	-1	i	i	i	i	i	i	i	i
CCOc1cccc(CN(CC)CC2CCCN(CCc3cccc(OC)c3)C2)c1O (stereo unspecified)	i	-3.1	21	i	i	i	i	i	i	i	i
CCn1cc(C(=O)N2CCN(c3ccc(OC)cc3)CC2)c(=O)c2cc(S(=O)(=O)N3CCCCC3)ccc21	i	-0.6	-4	i	i	i	i	i	i	i	i
O=C(COC(=O)C1CCC1)NCCc1ccc(Cl)cc1Cl	i	0.2	25	i	i	i	i	i	i	i	i
NC(=O)COC(=O)c1cccc(S(=O)(=O)N2CCCc3ccccc32)c1	i	-0.7	7	i	i	i	i	i	i	i	i
O=c1nc2ccccc2c2n1CC(CN1CCN(Cc3ccccc3)CC1)N2 (stereo unspecified)	i	-0.2	3	i	i	i	i	i	i	i	i
O=C(Nc1ccc(N2CCCC2)c(Cl)c1)c1cccc(-c2cc3ccccc3oc2=O)c1	i	0.5	23	i	i	i	i	i	i	i	i
Cc1cc(OCC(=O)NC2CCN(C)CC2)ccc1[N+](=O)[O-]	i	0.5	10	i	i	i	i	i	i	i	i
CN1CCc2c(sc3nc(NCCO)n(-c4cccc(Cl)c4)c(=O)c23)C1	i	-0.8	13	i	i	i	i	i	i	i	i
Cc1ccc(-n2c(O)c(C=NC3CCS(=O)(=O)C3)c3ccccc3c2=O)cc1 (stereo unspecified)	i	0.7	18	i	i	i	i	i	i	i	i
c1ccc(C2CC(c3ccccc3)C(c3ccccc3)N2)cc1 (stereo unspecified)	i	-46	-2	i	i	i	i	i	i	i	i
O=C(c1cnn2c(C(F)(F)F)cc(-c3ccccc3)nc12)N1CCOCC1	i	-0.2	27	i	i	i	i	i	i	i	i
CC12CC(NC(=O)N1c1cccc(C(=O)N3CCCCC3)c1)c1ccccc1O2 (stereo unspecified)	i	-1.0	25	nt	i	i	i	i	i	i	i
COc1ccccc1NCc1cc(=O)oc2c(C)c(O)ccc12	i	0.3	-10	i	i	i	i	i	i	i	i
CCCC(=O)Nc1ccccc1Sc1ncnc2scc(-c3ccccc3)c12	i	0.1	16	i	i	i	i	i	i	i	i
Cc1cc(NC(=O)CSc2nnc(Cc3ccccc3)n2C)no1	i	0.2	5	i	i	i	i	i	i	i	i
CC1=CC=CN2C1=NC(=O)CC2(C)C(=O)N(CC(=O)NC1CCCC1)c1cc(C)cc(C)c1 (stereo unspecified)	i	-0.4	21	i	i	i	i	i	i	i	i
COc1cccc(C2CC(c3c(F)cccc3Cl)n3nc(N)nc3N2)c1 (stereo unspecified)	i	nt	3	i	i	i	i	i	i	i	i
OC(CN1CC=C(/C=C/c2ccc(Br)cc2)CC1)c1ccccc1 (stereo unspecified)	i	0.5	0	i	i	i	i	i	i	i	i
COc1cc2c(cc1OC)C1(CCCC1)CNC2c1ccc([N+](=O)[O-])cc1 (stereo unspecified)	i	-0.3	17	i	i	i	i	i	i	i	i
COc1ccccc1NS(=O)(=O)c1ccc(NN=C2CCCCC2)c([N+](=O)[O-])c1	i	-1.1	29	i	i	i	i	i	i	i	i
Cc1ccc(S(=O)(=O)Cn2nnnc2C(C(C)C)N2CCN(c3nc4ccccc4s3)CC2)cc1 (stereo unspecified)	i	-0.7	1	i	i	i	i	i	i	i	i
O=C(Nc1ccon1)c1ccc(Cl)s1	i	0.3	16	i	i	i	i	i	i	i	i
CC1CCN(C(=O)CSc2nc3c(cnn3-c3ccccc3)c(=O)[nH]2)CC1	i	-0.2	2	i	i	i	i	i	i	i	i
COC(=O)c1ccc(C(=O)OC)c(NC(=O)CSCC(=O)O)c1	i	-0.2	33	i	i	i	i	i	i	i	i
COc1ccc(OC)c(S(=O)(=O)Nc2cccc(O)c2)c1	i	0.1	-11	i	i	i	i	i	i	i	i
O=c1cc(CCl)nc2scc(-c3ccccc3)n12	i	0.1	-6	i	i	i	i	i	i	i	i
COc1cc(C(=O)NCCN2CCCC2)cc(OC)c1OC	i	0.2	16	i	i	i	i	i	i	i	i
O=C1C(=O)N(O)C2CCCCC2N1O (stereo unspecified)	i	1.6	34	i	i	i	i	i	i	i	i
O=C(Nc1ccc(N2CCCCC2)cc1)c1ccc(F)cc1F	i	2.3	16	i	i	i	i	i	i	i	i
O=S(=O)(Nc1ccc(-n2cnnn2)cc1)c1ccc(F)c(F)c1F	i	-0.3	11	i	i	i	i	i	i	i	i
COc1ccc(CCNC(=O)c2cn3ccc(C)cc3n2)cc1OC	i	0.9	10	i	i	i	i	i	i	i	i
COc1ccc(N2CCN(C(=O)c3cn(C4CCCC4)c(=O)c4c3c3ccccc3n4C)CC2)cc1	i	1.1	17	i	i	i	i	i	i	i	i
Cc1csc(N(C(=O)Cc2ccccc2F)c2ccccc2)n1	i	0.8	22	i	i	i	i	i	i	i	i
CCOc1ccc(NC(=O)Cn2cc(C(=O)CC)c3ccccc32)cc1	i	-1.5	18	i	i	i	i	i	i	i	i
CCCn1ncc(CN2CCN(Cc3ccc(C)o3)C(CCO)C2)c1C (stereo unspecified)	i	-0.4	26	i	i	i	i	i	i	i	i
Cc1ccc(S[C@@H](CCN2CC[C@H](C)CCC2=O)c2ccccc2)cc1	i	0.7	1	i	i	i	i	i	i	i	i
COCCN1C(=O)N[C@@H](c2cccc(C(F)(F)F)c2)C(C(=O)OC)=C1C	i	0.0	1	i	i	i	i	i	i	i	i
CCCN(C(=O)Cn1ncc2c(=O)oc3ccccc3c21)c1cccc(C)c1	i	-0.3	29	i	i	i	i	i	i	i	i
CSc1sc(-c2ccnc(=S)[nH]2)c(-c2ccccc2)c1C#N	i	0.1	19	i	i	i	i	i	i	i	i
CCCCN(CC)Cc1ccc(CNC(=S)Nc2cccc(F)c2)o1	i	0.5	26	i	i	i	i	i	i	i	i

A portion of the library. The share of hits here may be higher or lower than overall.
